Gal4-VP16 FLuc: Gal4-VP16 reporter inhibition counter-screen; Drosophila S2 Gal4-VP16 UAS-luciferase, luminescence, 20 h; Potency, µM (doses to about 53.6 µM), inactives show at the highest dose activity, negative = inhibition, most hits filed as inhibitors; actives 3.5% (n = 310,000); AID 2546;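 further: Gal4-VP16 expression switched on by copper sulfate through the metallothionein promoter; potency means the concentration at half of the fitted maximal effect; on the % scale 0 is the no-effect control and ±100 the full control effect; nearly all actives have a fitted effect of over 50% in size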
PKM2 activator: increases activity of human pyruvate kinase M2; purified PKM2, Kinase-Glo ATP luminescence, activation; response scale: 0% is enzyme alone, no compound; Potency, µM (titrated, usually from 57.5 µM), inactives show at the highest dose activation, most hits filed as activators; actives 0.34% (n = 260,000); further: potency means the concentration at half of the fitted maximal effect; on the % scale 0 is the no-effect control and ±100 the full control effect; nearly all actives have a fitted effect of over 55% in size
Target sequence (P14618 whole entry, looked up): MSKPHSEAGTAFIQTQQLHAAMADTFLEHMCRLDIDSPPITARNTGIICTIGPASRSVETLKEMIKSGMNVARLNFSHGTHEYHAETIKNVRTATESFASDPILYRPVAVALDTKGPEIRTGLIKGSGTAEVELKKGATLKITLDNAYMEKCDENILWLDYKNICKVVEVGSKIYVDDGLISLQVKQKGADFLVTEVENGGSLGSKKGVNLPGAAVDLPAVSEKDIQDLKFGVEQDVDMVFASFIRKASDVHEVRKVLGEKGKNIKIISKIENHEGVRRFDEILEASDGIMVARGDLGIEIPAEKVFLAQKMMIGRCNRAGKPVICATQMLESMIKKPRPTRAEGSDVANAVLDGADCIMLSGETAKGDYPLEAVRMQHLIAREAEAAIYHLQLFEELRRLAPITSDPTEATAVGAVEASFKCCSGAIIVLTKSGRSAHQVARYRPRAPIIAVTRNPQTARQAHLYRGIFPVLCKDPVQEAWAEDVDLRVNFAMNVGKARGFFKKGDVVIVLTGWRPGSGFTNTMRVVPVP
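ATP formation by purified human PK-M2, quantified via coupled luciferase luminescence after 1 h at room temperature with 0.1 mM ADP and 0.5 mM PEP final.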
NPC1 promoter act: NPC1 promoter activation | Huh7 NPC1 promoter luciferase reporter, 24 h | Potency, µM (titrated, usually from 9.22 µM), without a hit: top-dose activation, actives largely listed as activators | actives 2.4% (n = 320,000);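 further: potency means the concentration at half of the fitted maximal effect; % of control where 0% means no effect; nearly all actives have a fitted effect of over 60% in size; reporter is driven by a mutant NPC1 promoter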
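Stable NPC1-promoter luciferase Huh7 line; cpd (DMSO) 24 h, 37 °C, 5% CO2; Amplite luciferase reagent 10 min RT; luminescence readout. qHTS format.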
Mito fusion act: inhibitors of mitochondrial division or activators of mitochondrial fusion; S. cerevisiae fusion-defective mutant growth rescue, CellTiterGlo 48 h; Potency, µM (top dose mostly 46.1 µM), for the others: at the highest dose growth rescue (activation), usual class: activators; actives 0.23% (n = 320,000);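 further: potency means the concentration at half of the fitted maximal effect; % of control where 0% means no effect; nearly all actives have a fitted effect of over 45% in size; temperature-sensitive fusion mutants such as fzo1-1 at 37 °C on non-fermentable ethanol glycerol medium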
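Growth-rescue viability read-out: after 48 h at the non-permissive 37C in glycerol/ethanol YPEG, yeast mitochondrial fusion mutants are measured by CellTiterGlo luminescence; compounds (23 nl pinned per well) restoring growth score as division inhibitors or fusion activators.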
ELG1 DNA repair: inhibitors of ELG1-dependent DNA repair in HEK293T cells; HEK293T ELG1-luciferase reporter, luminescence, 16 h; DNA damage induced by 5-fluorouridine; Potency, µM (highest dose often 46.1 µM), for inactives: at the top dose activity change, negative = inhibition, most hits filed as inhibitors; actives 2.3% (n = 330,000); AID 504467; further: potency means the concentration at half of the fitted maximal effect; on the % scale 0 is the no-effect control and ±100 the full control effect; nearly all actives have a fitted effect of over 55% in size
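Quantitative HTS, concentration-response format. 2,000 cells/well co-treated with 5-fluorouridine and compound, 16 hr in 5% CO2 at 37 °C; ONE-Glo luminescence read after 30 min.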
RORgamma inh: ROR gamma (mouse) transcription inhibition. P51450. Drosophila S2 Gal4-RORgamma UAS-luciferase reporter, 20 h. Potency, µM (titrated, usually from 53.6 µM), without a hit: at the highest dose activity change, negative = inhibition, hits mostly inhibitors. actives 5.4% (n = 310,000). AID 2551; further: potency means the concentration at half of the fitted maximal effect; on the % scale 0 is the no-effect control and ±100 the full control effect; nearly all actives have a fitted effect of over 60% in size
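Stable Schneider cell line, Gal4 DNA-binding domain fused to ROR gamma, UAS-luciferase. Cmpd 1 hr RT → CuSO4 700 uM final → 20 hr RT → luciferase reagent 10 min → luminescence.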
Rab9 prom act: activates the Rab9 promoter. Huh7 Rab9 promoter-luciferase reporter, luminescence, 24 h. Potency, µM (highest dose often 9.22 µM), inactives show at the top dose activation, negative = inhibition, actives largely listed as activators. actives 2.8% (n = 320,000). AID 485297; further: potency means the concentration at half of the fitted maximal effect; % of control where 0% means no effect; nearly all actives have a fitted effect of over 60% in size
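Using Huh7 cells stably transfected with Rab9 promoter–luciferase, compounds were incubated 24 h at 37 °C, 5% CO2; luciferase luminescence was read 10 min after reagent addition.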
FLuc modulator: firefly luciferase modulation, counter-screen for miR-21 project. P08659. purified FLuc, Km substrates, luminescence inhibition. Potency, µM (doses to about 57.5 µM), inactives show at the top dose activity change, negative = inhibition, usual class: inhibitors. actives 6.9% (n = 360,000). AID 588342;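 further: potency means the concentration at half of the fitted maximal effect; plate controls were vehicle for no effect and reference inhibitor for full effect; nearly all actives have a fitted effect of over 55% in size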
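Purified P. pyralis luciferase (10nM final) with 10uM D-luciferin and 10uM ATP (Km levels) in 50mM Tris acetate pH 7.5, 10mM Mg acetate, 0.01% Tween-20, 0.05% BSA; qHTS 6-point titration, ~60 µM downward; luminescence read.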
Menin MLL FP TR: menin-MLL binding inhibition, Texas Red mutant peptide; O00255; Menin + Texas Red MLL mutant peptide, fluorescence polarization; Potency, µM (titrated, usually from 61.6 µM), without a hit: at the top dose FP activity change, negative = inhibition, actives largely listed as inhibitors; actives 0.23% (n = 270,000); AID 1768; active means well fitted inhibition curve with a large enough effect in the polarisation, with a control signal flat, not every such curve was filed as active; inconclusive means small, poorly fitted or top-dose-only effect, or effect the other way, or a change in a side signal; inactive means no such curve, though single readings can be large or run the other way; the % refers to the polarisation; further: potency means the concentration at half of the fitted maximal effect; % of control where 0% means no effect; many of its hits are not listed in these tables
MBNL1 CUG block: blocks human MBNL1 binding to CUG repeat RNA | TR-FRET MBNL1-His/biotin-(CUG)12 binding, 665/545 ratio | Potency, µM (doses to about 57.5 µM), without a hit: at the highest dose activity change, negative = inhibition, usual class: inhibitors | actives 0.036% (n = 280,000) | Q9NR56; active means well fitted inhibition curve with a large enough effect in the signal ratio, with a control signal flat, not every such curve was filed as active; inconclusive means small, poorly fitted or top-dose-only effect, or effect the other way, or a change in a side signal; inactive means no such curve, though single readings can be large or run the other way; the % refers to the signal ratio; further: potency means the concentration at half of the fitted maximal effect; on the % scale 0 is the no-effect control and ±100 the full control effect
Target sequence (Q9NR56 whole entry, looked up): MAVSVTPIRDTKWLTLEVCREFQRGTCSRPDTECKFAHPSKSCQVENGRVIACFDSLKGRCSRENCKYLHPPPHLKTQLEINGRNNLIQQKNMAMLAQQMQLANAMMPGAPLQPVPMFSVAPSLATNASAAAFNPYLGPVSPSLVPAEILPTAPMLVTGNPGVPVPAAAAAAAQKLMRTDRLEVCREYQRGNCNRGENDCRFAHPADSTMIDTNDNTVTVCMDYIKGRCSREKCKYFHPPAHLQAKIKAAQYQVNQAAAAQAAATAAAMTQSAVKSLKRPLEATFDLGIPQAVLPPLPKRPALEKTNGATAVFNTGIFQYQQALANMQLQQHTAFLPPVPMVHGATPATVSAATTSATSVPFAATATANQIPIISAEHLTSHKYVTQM
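Ratiometric TR-FRET (665 over 545 nm, excitation 340 nm) tracks disruption of MBNL1-His/biotin-(CUG)12 complex after 60 min at room temperature, with compounds at 92 nM to 58 uM final.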
KCNH2 3.1 block: KCNH2 3.1 (human) potassium channel inhibition | U2OS KCNH2 3.1, thallium flux FluxOr; active compounds read low | activity change, % (tested at about 1.8 µM) | actives 0.95% (n = 340,000);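 active means maximum activity change below -70%; inconclusive means maximum activity change from -70% to -50%; inactive means maximum activity change above -50%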;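 further: thallium influx rate constant from kinetic fluorescence after stimulation buffer; on the % scale 0 is the no-effect control and ±100 the full control effect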
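Virally transduced U2OS (3.1 isoform, 4 h infection in dark at RT) → overnight 37 C → FluxOr + Red40 in HBSS/HEPES, 45 min → stimulation buffer, 2 min kinetic read → rate constant vs DMSO controls.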
The depositor's hits bear a star; ? = inconclusive; / = not tested or not shown; [ ] = another dose, or the depositor's remark. Unless noted, the call rests on the fitted dose curve; in most records, active means well fitted curve in the direction sought with a large enough effect; inconclusive means small, poorly fitted or top-dose-only effect, or another doubt; inactive means no such curve, though single readings can be large; an effect the other way counts as inactive or inconclusive. Some of the compounds tested; rates above refer to the full screens.

no.	mol	Gal4-VP16 FLuc	PKM2 activator	NPC1 promoter act	Mito fusion act	ELG1 DNA repair	RORgamma inh	Rab9 prom act	FLuc modulator	Menin MLL FP TR	MBNL1 CUG block	KCNH2 3.1 block
1	COc1ccccc1CC(=O)Nc1ccc(S(=O)(=O)N2CCCC2)cc1	-2%	1%	-5%	17%	?	15%	-5%	1%	20%	-4%	4
2	CC(=O)NC(Cc1ccccc1C)C(=O)NC1CCN(c2ncccc2[N+](=O)[O-])CC1 (centres undefined)	-5%	-7%	0%	0%	12%	17%[10 µM]	-2%	0%	7%	/	/
3	Cc1ccc(OCCNC(=O)c2cccc(Oc3ccc(C(F)(F)F)cc3[N+](=O)[O-])c2)cc1	-17%	-5%	-9%	-7%	?	12%	-1%	6%	?	/	-17
4	CC(=O)NCCc1nc2cc(NC(=O)COc3ccc(C)cc3)ccc2n1C	1%	-10%	1%	5%	1%	30%	5%	-1%	-9%	-5%	2
5	Cc1cc(C)n(-c2cc(-n3nc(C)cc3C)ncn2)n1	2%	-17%	3%	2%	10%	-37%	-3%	1%	1%	-1%	27
6	CCC(=O)N1CCc2cc(Br)cc(S(=O)(=O)NCCN3CCCC3)c21	-8%	/	-5%	6%	-7%	1%	0%	-2%	2%	-13%	-5
7	Cc1ccc[n+](CC(=O)Nc2ccc([N+](=O)[O-])cc2)c1	?	-4%	-4%	-4%	-8%	2%[1.91 µM]	-2%	-1%	4%	?	28
8	O=C(CSc1nnc(SCc2cccc3ccccc23)s1)N=Nc1c(O)[nH]c2ccccc12	0%	-12%	0%	0%	9%	8%	-2%	3%	?	-3%	/
9	COc1ccc(S(=O)(=O)N2CCc3cc4c(cc3C2C)OCCCO4)cc1 (centres undefined)	-2%	/	1%	-4%	-5%	23%	0%	8%	/	-3%	-14
10	O=C(O)C1Nc2c(C(=O)N3CCOCC3)cccc2C2C=CCC12 (centres undefined)	-23%	-7%	8%	-2%	-6%	-32%	9%	?	?	?	-1
11	CCOC(=O)Nc1ccc(C(=O)Oc2ccccc2)c(O)c1	-28%	-7%	19%	7%	?	16%	?	15µM*	/	-3%	-15
12	CC(C)(C)c1ccc(C(=O)Nc2cnccn2)cc1	?	-13%	1.8µM*	12%	?	?	0.56µM*	1.3µM*	-5%	3%	2
13	COc1ccccc1NC(=O)COC(=O)C1C2CC3OC(=O)C1C3C2 (centres undefined)	8%	/	0%	-3%	16%	?	5%	15µM*	8%	-9%	-6
14	C1=Nc2c(Nc3ccccc3)ncnc2Oc2ccccc21	9%	2%	15%	8%	?	5%	11%	?	12%	9%	-38
15	COc1ccccc1NC(=O)NC(=O)N(C(C)C)S(C)(=O)=O	2%	4%	-1%	0%	5%	5%	3%	?	?	-1%	12
16	O=c1c(C(c2ccc(Br)cc2)c2c(O)nc3n(c2=O)CCS3)c(O)nc2n1CCS2	2%	2%	0%	-4%	6%	-1%	-4%	-1%	/	-7%	-20
17	O=C(c1cnn2c(C(F)(F)F)cc(-c3cccs3)nc12)N1CCN(Cc2ccccc2)CC1	-5%	2%	-2%	22%	6.5µM*	?	-2%	3%	-17%	3%	-6
18	COc1ccc(NC(=O)c2oc3ccccc3c2C)cn1	6%	3%	1%	2%	-2%	-17%	5%	0%	/	-2%	9
19	COc1ccc(OCc2nnc(SCC(=O)Nc3ccc(C)cc3)o2)cc1	-1%	-3%	10%	2%	0%	-13%	-8%	-1%	-3%	-8%	-19
20	Oc1ccccc1-c1cc(-c2ccc(F)cc2)n[nH]1	-80%	0%	?	12%	?	?	7%	3.4µM*	35%[activator]	-3%	-3
21	COC(=O)c1sccc1NC(=O)CC1NCCNC1=O (centres undefined)	-1%	3%	-1%	-7%	8%	1%	-2%	-3%	/	-5%	1
22	CCOC(=O)[C@H]1[C@H]2COc3cc(OC)ccc3[C@@H]2N2C(=O)CN(CC3CCCO3)C(=O)[C@@]12C (some centres undefined)	/	/	-1%	-4%	13%	/	0%	2%	/	/	-3
23	CCCn1cc(S(=O)(=O)c2ccc(F)cc2)c(=O)c2cc(OCC)ccc21	13%	/	0%	-8%	13%	15%	1%	-1%	/	-1%	16
24	CCCCCc1ccc(OCCCC[n+]2ccccc2)c(CCCCC)c1	-2%	1%	-35%[inhibitor]	28%	13µM*	?	-22%	0%	?	3%	-29
25	O=C(c1ccc([N+](=O)[O-])cc1)N1CCC(Cc2ccccc2)CC1	-4%	0%	-13%	0%	?	27%	-2%	-3%	-14%	/	8

4 compounds out of the list above, arranged by the value under RORgamma inh, falling.
no.	SMILES	PKM2 activator	NPC1 promoter act	RORgamma inh	Rab9 prom act	Menin MLL FP TR	MBNL1 CUG block
25	O=C(c1ccc([N+](=O)[O-])cc1)N1CCC(Cc2ccccc2)CC1	0%	-13%	27%	-2%	-14%	/
23	CCCn1cc(S(=O)(=O)c2ccc(F)cc2)c(=O)c2cc(OCC)ccc21	/	0%	15%	1%	/	-1%
18	COc1ccc(NC(=O)c2oc3ccccc3c2C)cn1	3%	1%	-17%	5%	/	-2%
5	Cc1cc(C)n(-c2cc(-n3nc(C)cc3C)ncn2)n1	-17%	3%	-37%	-3%	1%	-1%

Returning to the listing; the 2 compounds before the break are reprinted first.
no.	mol	Gal4-VP16 FLuc	PKM2 activator	NPC1 promoter act	Mito fusion act	ELG1 DNA repair	RORgamma inh	Rab9 prom act	FLuc modulator	Menin MLL FP TR	MBNL1 CUG block	KCNH2 3.1 block
24	CCCCCc1ccc(OCCCC[n+]2ccccc2)c(CCCCC)c1	-2%	1%	-35%[inhibitor]	28%	13µM*	?	-22%	0%	?	3%	-29
25	O=C(c1ccc([N+](=O)[O-])cc1)N1CCC(Cc2ccccc2)CC1	-4%	0%	-13%	0%	?	27%	-2%	-3%	-14%	/	8
26	CC1CCN(C(=O)/C(=C\c2ccco2)NC(=O)c2ccccc2)CC1	-2%	1%	-7%	6%	-10%	36%	-2%	4%	0%	0%	-2
27	Cc1c(Cl)cccc1NC(=S)NCCC(c1ccccc1)c1ccccc1	1.3µM*	-16%	0%	20%	?	0.63µM*	-2%	-3%	-1%	?	-42
28	COCc1cc(C)nc(SCC[N+](C)(C)CC(=O)c2ccc(Br)cc2)c1C#N	-8%[10 µM]	-3%	-3%	21%	3%	-15%	-8%	0%	-12%	-8%	0
29	Cc1ccc(S(=O)(=O)c2c(C)cc(C)nc2N2CCOCC2)cc1	-5%	-1%	0%	2%	?	-1%	3%	-1%	-12%	-12%	21
30	O=C(NC1CCCCCC1)C1CCN(S(=O)(=O)c2c(Cl)cccc2Cl)CC1	/	/	0%	11%	?	/	-3%	/	/	/	1
31	COc1ccc(-n2nnnc2SCC(=O)N2CCN(C(=O)c3ccco3)CC2)cc1OC	-6%[10 µM]	3%	2%	11%	0%	31%	-2%	-2%	?	-2%	-30
32	O=[N+]([O-])c1cccc(S(=O)(=O)NCc2ccccn2)c1	?	0%	-1%	3%	1%	?	2%	-4%	2%	?	3
33	Cc1cccc2nc(CSc3nnc(N)s3)cn12	7%	-1%	13%	3%	?	2%	24%	-14%	-1%	-23%	-15
34	Cc1noc(NS(=O)(=O)c2ccc(NC(=O)c3cc(F)c(F)c(F)c3F)cc2)c1C	/	/	0%	0%	4%	/	-2%	-2%	/	/	-6

Screening data from PubChem BioAssay.
